D2 antagonist: D2 dopamine receptor (human) antagonism | P14416 | HEK293 TREx D2 cells, calcium flux, dopamine EC80 | inhibition, % at 10 µM | 2% of 340,000 active; in the data active means inhibition above about 30%; further: 0% is about no effect
Target sequence (P14416 whole entry, looked up): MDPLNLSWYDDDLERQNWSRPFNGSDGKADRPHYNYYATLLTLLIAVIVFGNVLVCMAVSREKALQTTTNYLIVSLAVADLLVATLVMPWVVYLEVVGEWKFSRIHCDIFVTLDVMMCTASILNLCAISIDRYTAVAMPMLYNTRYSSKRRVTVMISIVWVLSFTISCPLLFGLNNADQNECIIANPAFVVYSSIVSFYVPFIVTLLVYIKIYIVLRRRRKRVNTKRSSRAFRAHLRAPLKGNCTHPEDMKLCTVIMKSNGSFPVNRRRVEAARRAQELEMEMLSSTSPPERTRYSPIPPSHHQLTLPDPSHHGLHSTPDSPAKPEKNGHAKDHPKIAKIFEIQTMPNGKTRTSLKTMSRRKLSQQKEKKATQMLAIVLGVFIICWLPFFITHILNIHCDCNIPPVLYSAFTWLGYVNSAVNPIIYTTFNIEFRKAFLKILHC
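Cells plated overnight at 30 C with tetracycline; no-wash calcium dye, 30–90 min RT; 10 s baseline; compound pinned; 180 s read; EC80 dopamine added; another 180 s read.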
D2 potentiator: positively modulates the human D2 dopamine receptor allosterically | P14416 | HEK293 T-REx D2, calcium flux, EC20 dopamine potentiation | 0.34% of 340,000 active | potentiation, % at 10 µM;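 active means potentiation over 3 SD above the plate norm, cut at about 30% in these data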; further: 0% is about no effect
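Calcium flux readout, no-wash dye, 1 read/s. Inducible HEK293 Trex D2 line, overnight 30 C. Compound alone 180 s (agonist flags), then EC20 dopamine, another 180 s to score potentiation.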
TRHR PAM: allosteric enhancers of human TRH receptor; P34981; TRHR cells, fluo-8 calcium fluorescence, EC20 TRH enhancement; enhancement, % at 2 µM; 0.66% of 360,000 active; AID 493056; in the data active means enhancement above about 30%; further: 0% is about no effect
Target sequence (P34981 whole entry, looked up): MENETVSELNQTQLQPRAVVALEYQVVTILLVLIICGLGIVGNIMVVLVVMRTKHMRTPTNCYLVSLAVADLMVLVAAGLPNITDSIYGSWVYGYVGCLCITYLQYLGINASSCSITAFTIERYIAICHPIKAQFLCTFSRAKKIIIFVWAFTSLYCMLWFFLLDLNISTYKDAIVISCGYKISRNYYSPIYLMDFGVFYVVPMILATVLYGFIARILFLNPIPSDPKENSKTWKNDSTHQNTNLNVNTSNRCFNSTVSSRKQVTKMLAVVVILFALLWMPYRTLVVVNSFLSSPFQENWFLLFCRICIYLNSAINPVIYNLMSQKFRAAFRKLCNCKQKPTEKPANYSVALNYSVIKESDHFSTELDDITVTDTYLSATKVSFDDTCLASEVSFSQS
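Enhancer read-out: after compound pinning and an initial kinetic agonist-mode read, an EC20 of TRH (10 nM final) was injected and fluo-8 calcium signal (Ex 480/Em 530) followed at 1 s/cycle for 100 cycles in TRHR-expressing cells.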
D1 potentiator: enhances dopamine response at the human D1 receptor. HEK293 TREx D1 cells, calcium flux, dopamine EC20 potentiation. potentiation, % at 10 µM. P21728. 0.036% of 360,000 active; in the data active means potentiation above about 30%; further: 0% is about no effect
D2 ag: activates the human D2 dopamine receptor | AID 485358 | P14416 | HEK293 T-REx D2 cells, calcium flux agonist mode | activation, % at 2 µM | 0.53% of 340,000 active;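 active means activation over 3 SD above normal in the single-dose calcium agonist read, cut at about 30% in these data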; further: 0% is about no effect
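Tetracycline-induced HEK293 T-REx cells with force-coupled D2 receptor, plated overnight at 30 C, loaded with no-wash calcium dye. After a 10 s baseline, compound was pin-added and calcium flux read kinetically for 180 s; calcium rises flagged agonists.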
D1 antag: blocks dopamine activation of the human D1 receptor. P21728. HEK293 TREx D1 cells, calcium flux, dopamine EC80; active compounds read low. activity change, negative = inhibition, % at 10 µM. 3.2% of 360,000 active; in the data active means activity change below about -30%; further: on the % scale 0 is the no-effect control and ±100 the full control effect
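Kinetic fluorescence of a calcium dye serves as the read-out. D1-expressing Hek293 Trex cells, induced overnight at 30 C, are exposed to compound for 180 s before an EC80 dopamine addition, then read 180 s further.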
TRHR ag: activates the human TRH receptor; TRHR cells, calcium flux fluo-8, FDSS agonist mode; activation, % at 2 µM; 0.18% of 360,000 active; further: 0% is about no effect
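In this calcium-flux screen, cells bearing human TRHR are dye-loaded with fluo-8, baselined for 10 cycles, then exposed to library compounds; positive kinetic calcium responses during the agonist phase mark hits, with TRH as control.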
RXFP1 antagonist: blocks the human relaxin receptor RXFP1 | Q9HBX9 | HEK293-RXFP1, relaxin-stimulated cAMP HTRF, 30 min; active compounds read low | activity change, negative = inhibition, % at 57.5 µM | 0.59% of 350,000 active | AID 1259400;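 active means activity change of -60% or lower, but not beyond a set lower limit; inconclusive means change between -60% and -40%, or beyond the set limit; inactive means change above -40%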; further: on the % scale 0 is the no-effect control and ±100 the full control effect
D1 agonist: human D1 receptor agonism; AID 504660; activation, % at 2 µM; P21728; HEK293 T-REx D1 cells, calcium flux, agonist mode; 1% of 360,000 active; further: 0% is about no effect
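Tetracycline-induced HEK293 TREx D1 cells, force-coupled to calcium signalling, were dye-loaded with a no-wash calcium kit. Compound was pin-added after a 10 s baseline. Fluorescence was read kinetically at 1 cycle/s for 180 s, with calcium rises flagged as agonism.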
Numbers without * were called inactive; ? = inconclusive; nt = not tested or not shown. Unless noted, no stated cut-off is given here; in the data, active means activation above about 30%; inactive means the rest.

SMILES	D2 antagonist	D2 potentiator	TRHR PAM	D1 potentiator	D2 ag	D1 antag	TRHR ag	RXFP1 antagonist	D1 agonist
CS(=O)(=O)Nc1ccccc1N=C(c1ccccc1)c1ccccc1	-8	5	-4	-2	-0.1	13	-0.5	-2	0
Cc1ccc2cc3c(NC(=O)C4CCCO4)nn(CC(C)C)c3nc2c1 (stereo not drawn)	-11	-4	47*	-1	0.3	nt	-0.4	-9	3
Cc1ccnc(NS(=O)(=O)c2ccc(NS(=O)(=O)c3cc(Cl)ccc3Cl)cc2)n1	nt	-9	-1	-5	nt	-17	0.3	-1	1
CCn1cc(/C=C/C(=O)NCc2c(C)nn(C)c2C)cn1	-2	3	3	-10	1.5	-4	0.5	-1	5
COc1ccccc1CNC(=O)COC(=O)COc1ccccc1F	-3	7	16	-1	0.0	14	-0.8	0	1
COc1ccc(/C(O)=C2/C(=O)C(=O)N(CC3CCCO3)C2c2ccc(O)c(OC)c2)cc1 (stereo not drawn)	-9	7	6	-4	-1.3	-25	-0.8	10	4
CCc1ccc(NC(=O)c2cnccn2)cc1	4	8	-7	-3	-0.3	6	-0.6	-4	2
Cc1cc([N+](=O)[O-])nn1CC(=O)N/N=C/c1ccccc1Br	6	0	-3	1	0.6	11	0.5	-7	3
O=C(Nc1ccc(S(=O)(=O)NC2=NCCCCC2)cc1)c1ccco1	8	-2	-2	-10	3.7	7	-0.1	12	7
O=C(Nc1nc2c(F)cccc2s1)C1CC1	14	0	2	-2	0.0	-20	0.9	-12	1
Cc1ccc(Nc2sc(C(=O)c3ccccc3)c(N)c2S(=O)(=O)c2ccccc2)c(C)c1	nt	8	-9	-1	-0.9	0	0.8	-14	13
CN(c1ccccc1)S(=O)(=O)c1ccc(NC(=O)c2ccc(-c3ccccc3)cc2)cc1	15	-1	-5	2	0.3	17	0.6	-31	0
CCN(CC)S(=O)(=O)c1cccc(NC(=O)c2ccc(SC)cc2OC)c1	-13	-3	-3	-9	1.5	0	0.8	9	29
COc1ccc(/C=C/C(=O)N2CCN(S(=O)(=O)/C=C/c3ccccc3)CC2)cc1OC	-5	16	5	-2	0.2	-2	-0.5	-1	0
Cn1c(=O)c2sccc2n(Cc2ccccc2)c1=O	-16	6	-1	-3	-2.9	7	-0.7	1	7
O=C(O)c1[nH]c2ccccc2c1NS(=O)(=O)Cc1ccccc1	-20	10	4	4	0.3	6	0.8	4	3
O=C(CN1C(=O)c2ccccc2C1=O)Nc1cc(C(=O)O)cc(C(=O)O)c1	nt	6	0	12	nt	4	0.3	-4	1
CC(Oc1ccc(Cl)cc1)C(=O)Nc1nccs1 (stereo not drawn)	-2	13	5	8	0.4	-17	0.0	-19	3
COCCN(CCOC)c1ncnc2c1c(-c1ccccc1)cn2-c1ccc(C)c(Cl)c1	nt	2	3	-2	0.3	-2	-0.2	14	0
COc1cccc(NC(=O)Cn2c3ccccc3c3nc4n(c(=O)c32)CCCS4)c1	10	2	-10	-2	0.3	-6	-0.2	-23	1
CC1CCCCC1NC(=O)c1nnc(Cc2ccc(Cl)cc2)o1 (stereo not drawn)	0	1	-7	0	-0.2	4	-1.0	-26	-3
CC(C)(C)OC(=O)N1CCC(CNC(=O)Nc2ccccc2)CC1	-7	8	2	-1	-0.7	3	0.4	-11	3
CCn1cc(CNCc2cn(-c3ccccc3C)nc2-c2ccc(OC)c(F)c2)cn1	nt	nt	-3	-7	nt	-1	1.4	-3	6
NC(=O)C1CCN(C(=O)/C=C/c2ccco2)CC1	19	-9	25	-1	1.1	-11	0.8	nt	4
COc1ccc([C@]23Cc4cc(C#N)ccc4[C@H](O2)c2c(cc(C)n(Cc4ccccc4)c2=O)O3)cc1	nt	nt	7	-1	nt	-9	-0.1	nt	0
Other compounds
SMILES	D2 antagonist	D2 potentiator	TRHR PAM	D1 potentiator	D2 ag	D1 antag	TRHR ag	RXFP1 antagonist	D1 agonist
Cc1n[nH]c(=O)c2c(NC(=O)COC(=O)Cc3ccc(Cl)cc3Cl)oc(C)c12	1	0	-8	0	0.2	1	-0.3	-4	0
CCOc1ccc(Cn2nnc(C(=O)Nc3ccc(Cl)cc3)c2N)cc1	nt	-7	-4	-5	0.6	4	0.7	nt	0
CC(=O)NCCn1c(SCc2cc(=O)n3cc(Cl)ccc3n2)nc2ccccc2c1=O	nt	-3	12	0	-0.7	-7	0.1	-3	5
O=C(COC(=O)CCSc1ccccc1)NCc1ccccc1Cl	1	8	4	-6	0.6	-10	-0.9	-1	8
Cc1cc(C)c2[nH]c(=S)cc(C)c2c1	5	2	6	-5	0.1	7	0.4	10	1
COc1ccc(C2=NN(C(=O)CSc3nnc(-c4ccccc4F)o3)C(c3ccco3)C2)cc1 (stereo not drawn)	2	0	-2	9	0.2	-8	-0.2	-2	1
COc1cc2cc(Oc3ccc4ccc(=O)oc4c3)c(=O)oc2cc1O	-5	4	3	8	1.2	-5	0.0	nt	-3
O=C(C(c1ccccc1)c1ccccc1)N1CCN(c2ccccn2)CC1	-1	7	-2	-2	-1.3	-2	-0.4	9	2
Cc1nn(Cc2ccccc2)c(C)c1CNC(=O)CN=C1NS(=O)(=O)c2ccccc21	-8	-3	14	-5	-0.2	-11	-0.1	-9	2
COc1ccccc1CNC(=O)c1cnc2sc(N3CCOCC3)nn2c1=O	nt	4	11	-7	-0.4	-2	-0.9	-4	3
N#Cc1ccccc1OCC(=O)N1CCN(S(=O)(=O)c2ccc(Cl)cc2)CC1	13	-11	-6	1	0.1	-27	0.1	7	5
CCOc1ccc(C(=O)NC2CCN(S(=O)(=O)CC)CC2)cc1	-3	-5	1	-5	-0.3	19	1.6	-8	2
O=C(O)c1cc(NC(=S)NC(=O)C(c2ccccc2)c2ccccc2)ccc1Cl	0	0	3	1	0.5	-7	0.5	-3	0
C[C@H]1CCC[C@@]2(O[C@@H](CCO)C[C@@H](O)[C@@H]2O)O1	-3	-6	1	-5	-0.3	30	0.3	nt	8
COc1ccc(-c2[nH]c(-c3ccccc3)nc2SCC(=O)Nc2nccs2)cc1	4	-6	1	-2	-2.3	-4	-0.4	3	-4
O=C(O)C1C2C=CC(O2)C1C(=O)NCc1ccc(Cl)cc1 (stereo not drawn)	-2	1	23	2	0.8	-29	-0.3	-8	4
CCN(Cc1ccccc1)S(=O)(=O)c1cc(Br)cc2c1N(C(=O)C1CC1)CC2	nt	19	-2	0	1.2	-1	0.6	nt	4
C=CCn1c(SCc2ccc(C(=O)O)cc2)nc2sc(C)c(C)c2c1=O	13	13	-3	-1	2.9	-20	-0.3	-9	1
Cc1ccc(/C=C2\SC(=S)N(CCC(=O)NNC(=O)c3ccccc3O)C2=O)cc1	13	3	-2	-5	0.2	12	0.1	-3	0
CS(=O)(=O)N(CC(=O)N1CCN(Cc2ccc3c(c2)OCO3)CC1)Cc1ccc(Cl)cc1	7	-5	-7	-15	-0.3	-11	0.5	3	11
CCCN1C(=O)c2cccc3c(N4CCCCC4)ccc(c23)C1=O	-7	-2	8	-3	8.8	8	22	-2	63*
COc1ccccc1N1CCN(C(=O)C(C)CS(=O)(=O)c2ccc3c(c2)NC(=O)CS3)CC1 (stereo not drawn)	18	-8	10	-5	-1.5	2	-0.6	-11	3
Cn1cccc1/C=C(\C#N)C(N)=S	-10	-5	0	-1	-0.2	17	0.7	3	1
O=C(Nc1ncc([N+](=O)[O-])s1)c1ccco1	4	-1	-2	-3	1.0	0	0.5	-8	11
COc1cc(OC)cc(C(=O)NC(C(=O)OCn2nnc3ccccc3c2=O)C(C)C)c1 (stereo not drawn)	-9	-3	-12	3	-0.4	8	-1.2	-6	0

Overlap with the part before: seven compounds; new compounds follow.
SMILES	D2 antagonist	D2 potentiator	TRHR PAM	D1 potentiator	D2 ag	D1 antag	TRHR ag	RXFP1 antagonist	D1 agonist
Cc1ccc(/C=C2\SC(=S)N(CCC(=O)NNC(=O)c3ccccc3O)C2=O)cc1	13	3	-2	-5	0.2	12	0.1	-3	0
CS(=O)(=O)N(CC(=O)N1CCN(Cc2ccc3c(c2)OCO3)CC1)Cc1ccc(Cl)cc1	7	-5	-7	-15	-0.3	-11	0.5	3	11
CCCN1C(=O)c2cccc3c(N4CCCCC4)ccc(c23)C1=O	-7	-2	8	-3	8.8	8	22	-2	63*
COc1ccccc1N1CCN(C(=O)C(C)CS(=O)(=O)c2ccc3c(c2)NC(=O)CS3)CC1 (stereo not drawn)	18	-8	10	-5	-1.5	2	-0.6	-11	3
Cn1cccc1/C=C(\C#N)C(N)=S	-10	-5	0	-1	-0.2	17	0.7	3	1
O=C(Nc1ncc([N+](=O)[O-])s1)c1ccco1	4	-1	-2	-3	1.0	0	0.5	-8	11
COc1cc(OC)cc(C(=O)NC(C(=O)OCn2nnc3ccccc3c2=O)C(C)C)c1 (stereo not drawn)	-9	-3	-12	3	-0.4	8	-1.2	-6	0
Cc1cc2nc(=O)c(/C=C3\C=Nc4ccccc43)c(N)n2o1	-19	-11	-2	14	1.5	3	2.5	6	23
Cc1ccccc1NC(=O)Cn1cc(C(=O)c2cccs2)c2ccccc21	nt	0	10	-8	-0.7	-15	-0.3	-12	12
CCc1ccc(OC2=NS(=O)(=O)c3ccccc32)cc1	26	-5	8	-4	1.4	nt	1.4	0	-2
O=C(C1CCN(c2nc3ccccc3[nH]2)CC1)N1CCN(c2cccc(Cl)c2)CC1	nt	5	4	-4	-1.2	-16	-0.8	-21	15
COc1ccc(C(=O)/C=C/Nc2ccc(S(=O)(=O)Nc3onc(C)c3C)cc2)cc1	1	2	4	6	0.0	-1	0.2	0	1
Cc1ccc(CSc2nc3cccnc3n2Cc2ccc(C(=O)NC3CC3)cc2)cc1	nt	5	4	3	0.0	-1	-0.1	?	1
CCOCCCNCc1cc(Br)ccc1OCC	7	-2	-5	1	-0.1	2	-1.2	nt	2
Cc1ccc2c(c1)c(=O)c(S(=O)(=O)c1ccc(F)cc1)cn2CC(=O)Nc1ccc2c(c1)OCO2	nt	-25	1	-1	0.3	6	0.6	nt	4
CN1CCC(=NNC(=O)c2cn(-c3ccccc3)nc2-c2ccccc2)CC1	-28	-20	-4	-3	0.2	-5	0.0	-33	3
O=C(CSc1nc2sc3c(c2c(=O)n1-c1ccccc1)CCCC3)N/N=C/c1ccccc1C(=O)O	-13	2	5	1	0.3	-2	1.0	-5	2
COc1ccc(NCc2nnc(SCC(=O)N3CCCc4ccccc43)o2)cc1	-18	-7	1	0	0.0	10	-0.2	-3	6
Oc1ccccc1-c1csc(-c2ccccc2)n1	-7	-10	5	-3	-0.8	0	1.5	-22	0
Cc1cccc(NC(=O)CN2C(=O)c3cccnc3Oc3ccc(Cl)cc32)c1C	nt	6	-4	0	-2.3	-14	0.8	-6	7
Cc1cc(C)c(C)c(S(=O)(=O)N2CCN(C(=S)NCC3CCCO3)CC2)c1C (stereo not drawn)	-8	8	-6	-6	-0.9	-11	3.3	-4	8
Cc1cccc(NC(=O)Cn2c(SCC(=O)NCc3ccccc3)nc3ccccc32)c1C	nt	3	-2	1	0.5	-14	0.0	nt	4

High-throughput results from PubChem.
